High-throughput results deposited in PubChem BioAssay by Johns Hopkins Ion Channel Center.
KCNQ2 inh: KCNQ2 potassium channel inhibitors, primary screen, cell-based, CHO-K1, FluxOR thallium flux, B-score (AID 2156) | Potassium voltage-gated channel subfamily KQT member 2 (Rattus norvegicus), O88943 | 20 min; stronger effect = lower value | B-score at 10 µM | 310,000 tested, 1.1% active;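 active = fluorescence ratio B-score at most minus 3 library SDs, with starting brightness B-score within 2 library SDs, cut at about -5.5 in these data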
Kir21 inh: inhibitors of mouse Kir2.1 inward-rectifier potassium channel; Inward rectifier potassium channel 2 (Mus musculus), P35561; HEK293-Kir2.1, FluxOR thallium flux fluorescence; stronger effect = lower value; B-score at 10 µM; 310,000 tested, 0.85% active; AID 1672, 2009;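 active = fluorescence ratio B-score at or below minus 3 SD of library scores, with starting-brightness B-score within 2 SD, cut at about -4.2 in these data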;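 note: channel flux triggered by added potassium and thallium sulfate stimulus; B-score of peak minus minimum fluorescence over baseline after thallium stimulus; more negative B-score means stronger Kir2.1 block with less thallium influx; some compounds called inactive have numbers as strong as hits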
Target sequence (P35561 whole entry, looked up): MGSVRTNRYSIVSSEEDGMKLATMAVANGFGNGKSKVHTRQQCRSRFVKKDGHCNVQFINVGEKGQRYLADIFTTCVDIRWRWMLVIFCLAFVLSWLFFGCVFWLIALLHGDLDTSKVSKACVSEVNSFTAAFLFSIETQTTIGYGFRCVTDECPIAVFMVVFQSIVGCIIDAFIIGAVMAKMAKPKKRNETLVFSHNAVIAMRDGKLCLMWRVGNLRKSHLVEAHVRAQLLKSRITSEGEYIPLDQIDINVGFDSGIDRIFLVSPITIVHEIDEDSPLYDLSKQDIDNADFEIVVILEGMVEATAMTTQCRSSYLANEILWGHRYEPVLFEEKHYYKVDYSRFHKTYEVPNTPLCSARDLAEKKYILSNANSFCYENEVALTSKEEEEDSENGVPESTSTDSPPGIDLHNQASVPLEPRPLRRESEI
Numbers without * were called inactive; i = inactive.

SMILES | KCNQ2 inh | Kir21 inh
O=C(CCN1C(=O)/C(=C/c2ccccc2Cl)SC1=S)NC1CCCC1 | i | -1.5
O/N=C\c1ccc2noc(-c3ccc(Cl)cc3)c2c1 | i | 0.04
CCN1/C(=C\c2ccc3ccccc3[n+]2CC)Sc2cc(C)ccc21 | i | -15
O=C(c1ccc(-n2cccc2)cc1)N1CCCCC1 | i | -2.8
Cc1ccc2c([N+](=O)[O-])c(C)ccc2n1 | i | 0
CCO[C@@H]1OC(C(=O)Nc2ccccc2)=C[C@H](C)[C@H]1CCCO | i | -0.99
Cc1ccnc(NC(=O)CCC(=O)N(CC(=O)NC2CCCCC2)c2ccc3c(c2)OCO3)c1 | i | 0.04
c1ccc(N/N=C2\CCCc3ccccc32)nc1 | i | 0.51
c1ccc(-c2nnc(CSc3nnc(-c4ccncc4)n3Cc3ccco3)o2)cc1 | i | -0.25
Cc1ccccc1C(=O)NC(C(=O)Nc1nc2c(s1)CCCC2)C(C)C (stereo unspecified) | i | 1.1
Nc1ccccc1-c1nnc(SCc2ccccc2Cl)[nH]c1=O | i | -0.85
CCOC(=O)c1sc(NC(=O)CSc2nccc(C)n2)nc1C | i | -1.3
CCOC(=O)c1c(C)[nH]c(C(=O)NCc2ccccn2)c1C | i | -0.87
O=C1CC(c2ccccc2)CC(O)=C1C=NCCN1CCOCC1 (stereo unspecified) | i | 0.02
CC(=O)Nc1ccc(NC(=O)CSc2nnc(NC(=O)c3cccc(F)c3)s2)cc1 | i | -0.71
CC(NC(=O)C(Cc1ccccc1)n1cccc1)c1ccccc1 (stereo unspecified) | i | -1.3
O=C(NC1CCCCC1)OCCN1CCN(Cc2ccccc2)CCC1=O | i | 0
C=C1c2cc(C)c(C)cc2NC(=O)N1c1ccccc1 | i | 2.1
Cc1ccn2cc(-c3ccc(NC(=O)c4ccco4)cc3)nc2c1 | i | 0.21
COc1ccc(S(=O)(=O)N2CCC(C(=O)N3CCc4ccccc4C3)CC2)cc1Cl | i | 1
COc1ccccc1NC(=O)C(=O)NCC1COc2ccccc2O1 (stereo unspecified) | i | 1.4
Cc1noc(C)c1CN1C(=O)c2cccc([N+](=O)[O-])c2C1=O | i | -0.88
C=CCn1c(C)csc1=Nc1ccccc1C | i | 0.6
CN(Cc1ccccc1)C(=O)COC(=O)C1CCN(S(=O)(=O)c2ccc3c(c2)OCCO3)CC1 | i | 2.8
Cc1ccc(NC(=O)Cn2cc3c(n2)CCC(C)C3)cc1 (stereo unspecified) | i | -0.23
CCN(CC)c1ccc(NC(=O)c2cc3ccccc3o2)c(C)c1 | i | 1.2
Cc1cccc2c(=O)c(C(=O)NCCc3ccccc3)c[nH]c12 | i | 1
COc1ccc(C(=O)NCCSc2ccc(C)cc2)cc1 | i | -0.22
COC(=O)c1cc(S(=O)(=O)NCC2CCN(Cc3ccc(C)cc3)CC2)c[nH]1 | i | 0.54
Cc1c(C(=O)Nc2ccc(N3CCOCC3)cc2)oc2ccccc12 | i | -0.47
O=C(Nc1ccc(S(=O)(=O)NCc2ccccc2)cc1)C1CCCCC1 | i | -0.47
COc1ccc(-c2cc(C(F)(F)F)c(C#N)c(SCC(=O)O)n2)cc1 | i | 2.8
COc1ccc([N+](=O)[O-])c(OC)c1C(=O)NC(=O)Nc1nc(C)nc(C)n1 | i | -0.08
N#Cc1ccc(N/N=C/c2ccccc2)c([N+](=O)[O-])c1 | i | -1.1
O=P(c1ccccc1)(c1ccccc1)C(O)c1ccccn1 (stereo unspecified) | i | 1.3
O=C(CCc1ccc(S(=O)(=O)NC2CCCCC2)cc1)NCc1ccccc1 | i | -1.9
Cc1ccc(NC(=O)Cn2cnc3c(oc4nc5c(cc43)COC(C)(C)C5)c2=O)cc1 | i | 0.94
C=CCN1/C(=C(\C#N)C2=NS(=O)(=O)c3ccccc32)N(C)c2ccccc21 | i | 0.72
Cc1ccc(C)c(NC(=O)CN(C)C(=O)Cc2ccc(Cl)cc2Cl)c1 | i | 1.4
CCN1CCN(c2ccc(NC(=O)CCc3c(C)nc4c(-c5ccccc5)c(C)nn4c3C)cc2)CC1 | i | -0.3
CCN(CC)S(=O)(=O)c1ccc(C)c(NC(=O)CNc2cccc(S(=O)(=O)N3CCCC3)c2)c1 | i | 0.07
O=S(=O)(N/N=C/c1cccc(OC2CSC2)c1)c1ccccc1 | i | 1.4
Cc1cc(C)c(S(=O)(=O)c2ccccc2C)c(SCC(C)C)n1 | i | -0.12
O=C(CC12CC3CC(CC(C3)C1)C2)NC(=S)N1CCCCC1 | i | -0.4
C/C(=N/Oc1nc(C)cc(C)n1)c1ccccc1 | i | -0.34
N#CC(C#N)=C/C=C(\Nc1ccc(Cl)cc1)c1ccc(Cl)cc1 | i | -2.1
COc1cc2c(cc1NC(=S)Nc1cccc(C(F)(F)F)c1)oc1ccccc12 | i | 1.2
NC1=NC(c2cccc(O)c2)n2c(nc3ccccc32)N1 (stereo unspecified) | i | 0.01
O=C1CCc2cc(S(=O)(=O)NC(C(=O)N3CCN(c4ccccn4)CC3)c3ccccc3)ccc2N1 (stereo unspecified) | i | -0.47
CC1=C(C(=O)Nc2ccc(C(=O)NCCC(C)C)cc2)SCCO1 | i | 0.07
COc1cccc(OC)c1C(=O)Nc1c(C(=O)N2CCN(c3ccccn3)CC2)oc2ccccc12 | i | 0.45
CC(C)c1ccc(/C=N/N2CCCCC2)cc1 | i | -0.5
O=C(O)CCCN1C(=O)C2C3CC(C2C1=O)C1C(c2ccccc2)c2sc(=O)[nH]c2SC31 (stereo unspecified) | i | 0.98
CCOC(=O)c1cc(C(=O)NN)c(C)nc1C | i | 1.6
CC1=CC(C)[C@H](/C=N/n2c(=O)[nH]c3c([nH]c4ccc(Br)cc43)c2=O)C(C)C1 (stereo partly specified) | i | 0.16
COc1ccc(-c2nnc(NC(=O)c3ccc([N+](=O)[O-])o3)o2)c(OC)c1 | i | -0.62
CC(=O)C1=C(C)NC(SCC(=O)Nc2nccs2)=C(C#N)C1c1ccccc1Cl (stereo unspecified) | i | -0.02
CC(CN(C)Cc1nc(Cc2cccc(C(F)(F)F)c2)no1)CN1CCCC1 (stereo unspecified) | i | -0.61
Cc1cc(C)nc(NC(=S)NC(=O)c2ccccc2F)n1 | i | 0.27
Cc1ccc(-c2cc(C(=O)N3CCOCC3)c3cc(C)ccc3n2)cc1 | i | -1.1
(listing goes on)
SMILES | KCNQ2 inh | Kir21 inh
Cn1cc(S(=O)(=O)NCCc2ccccc2)c(=O)n(C)c1=O | i | -0.38
N#C/C(=C\c1cccnc1)C(=O)Nc1ccc(C(=O)O)cc1 | i | 0.53
O=c1c2ccccc2nc(SCc2ccncc2)n1CC1CCCO1 (stereo unspecified) | i | -4
Cc1nn(CC(=O)OCC(=O)Nc2ccccc2[N+](=O)[O-])c(C)c1[N+](=O)[O-] | i | -0.02
C[C@]12CCC(=O)C=C1CC[C@@H]1[C@@H]2C(=O)C[C@@]2(C)[C@H]1CC[C@]2(O)C(=O)CO | i | 0.74
Clc1cccc(Cn2ncc3ccccc32)c1 | i | 0.49
O=C(O)c1cc(-c2cccs2)nc2ccc(Br)cc12 | i | 1.2
CC1CCCCN1C(=O)CCS(=O)(=O)Cc1ccccc1 (stereo unspecified) | i | 2.3
S=C(Nc1ccc2c(c1)OCO2)NC1CCN(Cc2ccccc2)CC1 | i | -2.4
Cc1oc(/N=C/c2ccc(O)cc2O)c(C#N)c1C | i | 0.77
CCCCn1c(N)c(N(CCC(C)C)C(=O)Cc2ccc(S(=O)(=O)N3CCOCC3)s2)c(=O)[nH]c1=O | i | -0.28
CCC1Oc2ccc(C)cc2N(CC(=O)NCc2cc(OC)ccc2OC)C1=O (stereo unspecified) | i | 0.38
O=C1ON=C(c2cccc([N+](=O)[O-])c2)/C1=C/c1ccc(O)cc1 | i | -6.8*
C=CCn1c(CNC(=O)c2ccco2)nnc1SCC(=O)c1ccccc1 | i | 0.01
CC(=O)c1ccc(NC(=O)c2cc(CC(C)C)on2)cc1 | i | 0.62
CC(C)CC1NC(=O)N(CC(=O)N2CCN(S(=O)(=O)c3ccc(Cl)cc3)CC2)C1=O (stereo unspecified) | i | 0.1
Nc1ccc(C(=O)O)cc1[N+](=O)[O-] | i | 1.5
O=C(NC1CCCCC1)C(c1ccncc1)N(C(=O)c1csnn1)c1ccccc1F (stereo unspecified) | i | 0.9
S=C(NCCCn1ccnc1)Nc1cccc(Cl)c1 | i | 0.67
Cn1c(=O)c2c(SCC(=O)N3CCCCC3)nc(-c3ccccc3F)nc2n(C)c1=O | i | -0.68
COc1ccc(OC)c(S(=O)(=O)NCCCN2CCCC2=O)c1 | i | -0.27
COc1cc2c(cc1OC)CN(C(=O)c1cc3ccccc3oc1=O)CC2 | i | 0.06
COCCCNC(=O)c1ccc2c(=O)n(C3CCCC3)c(=S)[nH]c2c1 | i | 0.97
COc1ccc(C(=O)CC(=O)C(=O)Nc2cccc(F)c2)cc1 | i | 0.89

An excerpt of these results, as a markdown table.
| smiles | KCNQ2 inh | Kir21 inh |
| --- | --- | --- |
| Cc1oc(/N=C/c2ccc(O)cc2O)c(C#N)c1C | i | 0.77 |
| CCCCn1c(N)c(N(CCC(C)C)C(=O)Cc2ccc(S(=O)(=O)N3CCOCC3)s2)c(=O)[nH]c1=O | i | -0.28 |
| CCC1Oc2ccc(C)cc2N(CC(=O)NCc2cc(OC)ccc2OC)C1=O (stereo unspecified) | i | 0.38 |
| O=C1ON=C(c2cccc([N+](=O)[O-])c2)/C1=C/c1ccc(O)cc1 | i | -6.8* |
| C=CCn1c(CNC(=O)c2ccco2)nnc1SCC(=O)c1ccccc1 | i | 0.01 |
| CC(=O)c1ccc(NC(=O)c2cc(CC(C)C)on2)cc1 | i | 0.62 |
| CC(C)CC1NC(=O)N(CC(=O)N2CCN(S(=O)(=O)c3ccc(Cl)cc3)CC2)C1=O (stereo unspecified) | i | 0.1 |
| Nc1ccc(C(=O)O)cc1[N+](=O)[O-] | i | 1.5 |
| O=C(NC1CCCCC1)C(c1ccncc1)N(C(=O)c1csnn1)c1ccccc1F (stereo unspecified) | i | 0.9 |
| S=C(NCCCn1ccnc1)Nc1cccc(Cl)c1 | i | 0.67 |
| Cn1c(=O)c2c(SCC(=O)N3CCCCC3)nc(-c3ccccc3F)nc2n(C)c1=O | i | -0.68 |
| COc1ccc(OC)c(S(=O)(=O)NCCCN2CCCC2=O)c1 | i | -0.27 |
| COc1cc2c(cc1OC)CN(C(=O)c1cc3ccccc3oc1=O)CC2 | i | 0.06 |
| COCCCNC(=O)c1ccc2c(=O)n(C3CCCC3)c(=S)[nH]c2c1 | i | 0.97 |
| COc1ccc(C(=O)CC(=O)C(=O)Nc2cccc(F)c2)cc1 | i | 0.89 |

(list continues)
SMILES | KCNQ2 inh | Kir21 inh
Cc1cc(NC(=O)COc2coc(CN3CCN(c4ccccc4F)CC3)cc2=O)no1 | i | -0.84
CC(=O)C[C@H]1c2cc(C(F)(F)F)ccc2S(=O)(=O)N1c1ccc(N(C)C)cc1 | i | -0.8
CC(=O)c1ccc(NC(=O)Cn2nc(C)c([N+](=O)[O-])c2C)cc1 | i | -0.07
Cc1cccc(NC(=S)N2CCCCC2c2cccnc2)c1C (stereo unspecified) | i | 0.37
CCOC(=O)N1CCN(S(=O)(=O)c2ccc(C(=O)Nc3sc4c(c3C(=O)OC)CCN(C)C4)cc2)CC1 | i | 0.44
CN1C(=O)NC(c2ccccc2[N+](=O)[O-])C2=C1CCCC2=O (stereo unspecified) | i | -1.8
Cc1ccc(NC(=O)COCC(=O)Nc2ccc(F)cc2)cc1 | i | 0.25
O=C(NCCN1CCCCC1)/C(=C/c1ccco1)NC(=O)c1ccccc1 | i | 1.5
CC(C)C(c1nnnn1C1CCCCC1)N1CCc2ccccc2C1 (stereo unspecified) | i | 0.49
COc1cccc(C2Nc3ccccc3NC3=C2C(=O)CC(C)(C)C3)c1OC (stereo unspecified) | i | 0.54
CC(O)CNCCOc1ccccc1-c1ccccc1 (stereo unspecified) | i | -0.98
CNC(=O)NC(=O)COC(=O)c1n[nH]c2ccccc12 | i | -3.6
COCOc1cc(O)c(C(=O)/C=C/c2ccccc2)c(OCOC)c1 | i | 0.52
Cc1ccc(C2(C)NC(=O)N(CC(=O)Nc3nc(-c4ccccn4)cs3)C2=O)cc1 (stereo unspecified) | i | -0.01
Cc1cc(Nc2ccc(Cl)cc2)n2nnnc2n1 | i | -0.31
COC(=O)c1ccc(N2NC(=O)/C(=C/c3cc(OC)c(OC)c(OC)c3)C2=O)cc1 | i | -2.8
CC(C)(C)NC(=S)Nc1ccc(Nc2ccccc2)cc1 | i | -0.52
O=C(NC(=S)Nc1nc(-c2cccc([N+](=O)[O-])c2)cs1)c1ccccc1Cl | i | 0.01
Cc1ccc([N+](=O)[O-])cc1S(=O)(=O)Nc1ccc(-c2ccc(N3CCCC3)nn2)cc1 | i | -0.61
Cc1ccc(N/N=C/c2cccnc2)cc1 | i | 0.01
O=C(COC(=O)c1cc(-c2ccco2)nc2ccccc12)NCc1ccccc1 | -6.9* | 1.9
COc1ccc(OC)c(/C=C2\NC(=O)NC2=O)c1 | i | 0.09
CCn1c(C)nc2cc(N)ccc21 | i | -0.49
O=C(Cn1c(=O)sc2ccccc21)Nc1ccc2c(c1)OCCO2 | i | -1.3
CCOc1ccc2nc(CN3CCN(Cc4ccccc4OCC)C(CCO)C3)ccc2c1 (stereo unspecified) | i | -0.28
Cc1ccc(N(CC(=O)Nc2ccc(F)cc2)S(=O)(=O)N2CCCC2)cc1 | i | 0.16
O=C(Nc1ccnn1C1CCN(C(=O)Cc2ccccc2F)CC1)C1CC1 | i | -0.52
O=C(CNS(=O)(=O)c1cccc2nsnc12)NCCc1ccccc1 | i | -0.91
Cc1cc(=O)[nH]c(/N=C(\N)Nc2ccc(SC(F)F)cc2)n1 | i | 0.91
N#CC(C#N)=Cc1c(N2CCN(c3ccccc3)CC2)nc2ccccn2c1=O | i | -0.12
